STK33 inh: inhibitors of purified STK33 kinase, primary screen, biochemical, ADP-Glo luminescence, homogeneous, cell-free; Serine/threonine-protein kinase 33 (Homo sapiens), Q9BYT3; MBP phosphorylation; inhibition, % at 10 µM; 0.073% of 320,000 active; AID 2661, 2010;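 active = inhibition at or above 25%, using the most active replicate where run in duplicate; inactive = inhibition below 25%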
Target sequence (Q9BYT3 whole entry, looked up): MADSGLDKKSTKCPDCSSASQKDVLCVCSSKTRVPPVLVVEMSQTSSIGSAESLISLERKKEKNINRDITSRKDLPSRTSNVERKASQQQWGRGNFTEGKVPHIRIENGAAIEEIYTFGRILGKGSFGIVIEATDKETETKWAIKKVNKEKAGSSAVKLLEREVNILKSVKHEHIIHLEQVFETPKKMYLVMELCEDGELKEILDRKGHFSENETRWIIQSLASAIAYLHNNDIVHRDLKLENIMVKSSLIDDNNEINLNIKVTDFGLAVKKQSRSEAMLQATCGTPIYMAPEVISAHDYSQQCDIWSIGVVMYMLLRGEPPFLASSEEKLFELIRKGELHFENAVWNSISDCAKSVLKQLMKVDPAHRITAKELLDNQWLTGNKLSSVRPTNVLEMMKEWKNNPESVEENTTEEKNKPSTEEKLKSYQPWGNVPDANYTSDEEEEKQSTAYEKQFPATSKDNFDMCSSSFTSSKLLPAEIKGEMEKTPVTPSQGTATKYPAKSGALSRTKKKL
Numbers without * were called inactive. Only part of the results is shown. The share of hits here may be higher or lower than overall.

STK33 inh,Structure
-2.2,O=C(NCC(c1ccco1)N1CCCC1)c1cn(Cc2ccccc2)nc1-c1ccccc1 (stereo not drawn)
-0.1,Cc1ccc(C(=O)NCC(=O)OCC(=O)Nc2cc(S(=O)(=O)N3CCOCC3)ccc2Cl)s1
-0.6,O=C1NC[C@H](c2ccccc2)OC(=O)[C@H](Cc2ccc(F)cc2)C/C=C\C[C@H]1CC(=O)N(CCO)Cc1ccccc1
-0.3,O=C(COC(=O)C1(c2ccccc2)CCCC1)N1CCNC1=O
0.0,CN(c1ccccc1)S(=O)(=O)c1cccc(NC(=O)CCNC(=O)c2ccc([N+](=O)[O-])cc2)c1
-1.4,O=C(Cc1cccc2ccccc12)NCC(=O)N1CCN(Cc2cccc(C(F)(F)F)c2)CC1
1.0,Cc1ccc(NC(=O)c2ccc(COc3ccccc3[N+](=O)[O-])o2)nc1
-1.2,O=C(COC(=O)c1c[nH]c2ccccc12)Nc1ccc(F)cc1
-0.4,CCN(CC(=O)Nc1c(F)cccc1F)C(=O)c1cnc(C)cn1
-0.6,O=C(COC(=O)COc1ccccc1)NC1CCCC1
-0.6,Cc1ccc(S(=O)(=O)N2[C@@H](c3ccc(C(C)(C)C)cc3)C(C(=O)O)=CC[C@H]2c2cccc(Cl)c2)cc1
-1.1,COc1ccc(NC(=O)c2ccccc2)cc1
0.0,O=C(CSc1cc(Cl)ccc1Cl)NCCN1C(=O)CSC1=O
0.2,COc1ccc(/C=C/C(=O)Nc2ccc(S(=O)(=O)N3CCOCC3)cc2)c(OC)c1
0.4,CN(CC(=O)Nc1ccc2c(c1)OCCO2)Cc1nc2ccccc2c(=O)[nH]1
-1.5,CCCC1(CCC)NC(=O)N(CC(=O)N2CCc3ccccc32)C1=O
0.3,COc1ccc(C2=C(c3ccc(OC)c(OC)c3)CN3CCCCC3C2)cc1 (stereo not drawn)
1.1,O=C(CNC(=O)C1CCCCC1)OCC(=O)c1ccc(F)cc1
-0.5,COc1cc2cnc(-c3ccccc3)c(-c3ccc(C(F)(F)F)cc3)c2cc1OC
-1.2,C[C@@]12C(=O)N(c3ccc(Cl)cc3)C(=O)N1[C@@H]1c3ccccc3OC[C@@H]1[C@H]2c1ccccc1
-1.3,CCCCN(C(=O)CC1CCCC1)c1c(N)n(CCCC)c(=O)[nH]c1=O
5.3,COc1ccc(OC[C@@H](O)CNC(=O)c2cccc3c2C(=O)c2ccc(Cl)cc2S3(=O)=O)cc1
0.1,CCOC(=O)C1=CC[C@H]2c3c(c4ccccc4n3C)C[C@H]1N2C
0.2,Cc1ccc2c(c1)-n1c(nc3cc(Cl)ccc3c1=O)C(Cc1ccccc1)NC2=O (stereo not drawn)
-0.4,CCCn1c(N)c(N2CCCCC2)c(=O)n(CC(=O)Nc2cccc(S(=O)(=O)N(C)C)c2)c1=O
-0.5,Cc1ccc2c(c1)[C@H]1[C@H](CO2)[C@H](c2ccccc2)[C@]2(C)C(=O)N(Cc3ccc(F)cc3)CC(=O)N12
-0.8,CN1CCN(S(=O)(=O)c2ccc(Nc3cccc(Cl)c3)c([N+](=O)[O-])c2)CC1
-3.0,C[C@H](CO)N1C[C@H](C)[C@@H](CN(C)S(=O)(=O)c2cn(C)cn2)Oc2ccc(NC(=O)NC3CCCCC3)cc2C1=O
0.0,N#Cc1c(SCc2c(Cl)cccc2Cl)nc(N)[nH]c1=S
-0.4,Cn1c(-c2ncc(F)cc2F)cc2onc(-c3c(F)cccc3Cl)c2c1=O

Entries listed so far that contain a nitro group on carbon, in the order listed:
STK33 inh,Structure
0.0,CN(c1ccccc1)S(=O)(=O)c1cccc(NC(=O)CCNC(=O)c2ccc([N+](=O)[O-])cc2)c1
1.0,Cc1ccc(NC(=O)c2ccc(COc3ccccc3[N+](=O)[O-])o2)nc1
-0.8,CN1CCN(S(=O)(=O)c2ccc(Nc3cccc(Cl)c3)c([N+](=O)[O-])c2)CC1

The main list resumes, starting 5 compounds before the break.
STK33 inh,Structure
-0.5,Cc1ccc2c(c1)[C@H]1[C@H](CO2)[C@H](c2ccccc2)[C@]2(C)C(=O)N(Cc3ccc(F)cc3)CC(=O)N12
-0.8,CN1CCN(S(=O)(=O)c2ccc(Nc3cccc(Cl)c3)c([N+](=O)[O-])c2)CC1
-3.0,C[C@H](CO)N1C[C@H](C)[C@@H](CN(C)S(=O)(=O)c2cn(C)cn2)Oc2ccc(NC(=O)NC3CCCCC3)cc2C1=O
0.0,N#Cc1c(SCc2c(Cl)cccc2Cl)nc(N)[nH]c1=S
-0.4,Cn1c(-c2ncc(F)cc2F)cc2onc(-c3c(F)cccc3Cl)c2c1=O
-0.8,CCCn1c(SCC(=O)NCc2ccc3c(c2)OCO3)n[nH]c1=O
-0.6,O=C(CC1C[C@H](C(=O)N2CCOCC2)[C@@]2(CCC3CCCC3)c3[nH]c4ccccc4c3CCN2C1=O)NCC12CC3CC(CC(C3)C1)C2 (stereo partly drawn)
11,CC(OC(=O)C1=COCCO1)C(=O)NC1CCCCC1C (stereo not drawn)
-0.2,O=C(CSc1nnc(-c2ccccc2F)n1C1CC1)NCc1ccco1
-1.3,COc1ccc(Br)cc1CN(C)CC(=O)Nc1cccc(S(=O)(=O)N2CCCC2)c1
-0.8,COc1ccccc1CNC(=O)C1CSC2(C)CCC(=O)N12 (stereo not drawn)
-1.3,CN(Cc1ccc(Br)s1)C(=O)CNC(=O)c1ccc2c(c1)OCO2
-0.2,NS(=O)(=O)c1ccc(NC(=O)COC(=O)Cc2c[nH]c3ccccc23)cc1
-0.9,CN(C)CC(C)(C)CNc1ccc(S(=O)(=O)N2CCCC2)cn1
-0.9,CC(C)n1cnnc1SCC(=O)Nc1cccnc1Cl
-0.6,CCCCC1(C)NC(=O)N(CC(=O)Nc2ccc(Cl)cc2C)C1=O (stereo not drawn)
-2.4,C[C@H]1CN([C@@H](C)CO)C(=O)Cc2cc(NC(=O)CCC(F)(F)F)ccc2O[C@H]1CN(C)S(C)(=O)=O
-0.6,O=C(Cn1cnc2cc([N+](=O)[O-])ccc2c1=O)N1CCN(S(=O)(=O)c2ccccc2)CC1
-1.0,CN(C(=O)CSc1nnnn1-c1ccc(O)cc1)C1CCCCC1
-1.7,N#Cc1ccc(CN2CCN(c3ccc(S(=O)(=O)N4CCCC4)cn3)CC2)cc1
0.1,CCOc1ccc(OCCCC(=O)N2CCN(S(=O)(=O)c3ccccc3C#N)CC2)cc1
-1.6,O=C(NC(=S)NCc1ccc(Cl)cc1)c1ccco1
-0.5,COc1ccc(N2CCN(C(=O)c3cccc(S(=O)(=O)N4CCCc5ccccc54)c3)CC2)cc1
-1.4,COC(=O)[C@]1(Cc2ccccc2)N[C@H](CN(C)S(=O)(=O)c2ccc(-c3ccccc3)cc2)[C@@H]2C(=O)N(Cc3ccccc3)C(=O)[C@@H]21
1.4,COC(=O)c1c(-c2ccc(N(C)C)cc2)sc2ccc(OC)cc12

Brought forward from above: 3 entries, then new ones.
STK33 inh,Structure
-0.5,COc1ccc(N2CCN(C(=O)c3cccc(S(=O)(=O)N4CCCc5ccccc54)c3)CC2)cc1
-1.4,COC(=O)[C@]1(Cc2ccccc2)N[C@H](CN(C)S(=O)(=O)c2ccc(-c3ccccc3)cc2)[C@@H]2C(=O)N(Cc3ccccc3)C(=O)[C@@H]21
1.4,COC(=O)c1c(-c2ccc(N(C)C)cc2)sc2ccc(OC)cc12
0.0,CN(CC(=O)Nc1c(Cl)cccc1Cl)C(=O)Cn1[nH]c(=O)c2ccccc2c1=O
-0.3,CC(C)CC1NC(=O)c2ccccc2-n2c1nc1ccc(F)cc1c2=O (stereo not drawn)
-1.0,CN(CC(=O)Nc1ccccc1Cl)C(=O)COC(=O)c1ccc(C(F)(F)F)cc1
-0.7,O=C(CNC(=O)C1COc2ccccc2O1)Nc1ccc(F)c(F)c1 (stereo not drawn)
-2.1,COc1ccc(S(=O)(=O)N2CCCCC2)cc1NC(=O)CCNC(=O)c1ccc(Cl)cc1
-1.2,CCCCN(C(=O)c1cc2c(s1)CCCC2)c1c(N)n(CCC)c(=O)[nH]c1=O
-0.9,CC(CC(=O)N1CCN(S(=O)(=O)c2ccc([N+](=O)[O-])cc2)CC1)c1ccccc1 (stereo not drawn)
-0.5,O=C(CN1CCCCC1)NC(=O)NC1CCCCC1
-0.2,COc1ccc(CNC(=O)CCC(=O)c2ccc(F)cc2)cc1OC
-2.7,C=CCC[C@@H](Cc1ccc(F)cc1)C(=O)O[C@H](CNC(=O)[C@H](CC=C)CC(=O)N(CCO)Cc1ccccc1)c1ccccc1
0.7,Cc1cc(C)cc(NC(=O)COC(=O)CCn2c(C)csc2=O)c1
0.6,COc1ccc(NC(=O)Cc2cccs2)cc1S(=O)(=O)N1CCCCC1
-2.0,COc1ccc([C@H]2CC(=O)C=C(/C=C/Cc3ccccc3)C2)cc1
0.7,Cc1noc(C)c1COc1ccc(C(=O)NCCc2ccc(F)cc2)cc1
0.5,COc1ccccc1-c1sc2ccccc2c1C#Cc1ccc(N(C)C)cc1
-2.1,Cc1ccc(NC(=O)COC(=O)Cc2ccc(Br)cc2)cc1S(=O)(=O)N1CCOCC1
-1.2,CC(C)(C)[C@H]1COC(=O)CC/C=C\C[C@@H](CC(=O)N[C@H](CO)Cc2ccccc2)C(=O)N1
1.8,Cc1ccc(C)c(-c2csc(NC(=O)c3c(C)noc3C)n2)c1
-1.9,C[C@H]1CN([C@@H](C)CO)C(=O)Cc2cc(NS(=O)(=O)c3cn(C)cn3)ccc2O[C@@H]1CN(C)C(=O)Nc1ccc(F)cc1
-1.1,COc1ccc(C(CNC(=O)CNC(=O)c2ccc(F)cc2)N2CCCC2)cc1 (stereo not drawn)
0.3,O=C(Nc1cc(S(=O)(=O)N2CCOCC2)ccc1N1CCOCC1)c1ccccc1F
0.1,COc1ccc(Cl)cc1C(=O)NNC(=O)COC(=O)c1ccc(Br)o1
-0.1,O=c1[nH][nH]c(=O)c2cc([N+](=O)[O-])ccc12
-0.8,COc1cccc(NC(=O)CN(C)C(=O)CCSc2ccc(C)cc2)c1
-1.0,C/C(=N\Nc1ccc(S(=O)(=O)N2CCCCC2)cn1)c1ccc(O)cc1
1.1,Cc1cc(Cl)ccc1OCC(=O)NNC(=O)C1CCN(c2ncnc3sc(C)c(C)c23)CC1
-2.3,Cc1cc(C(=O)OCC(=O)NC2CCCCC2C)c2ccccc2n1 (stereo not drawn)
-0.9,CCNC(=O)N(C)C[C@H]1N[C@@](CC)(C(=O)OC)[C@H]2C(=O)N(C)C(=O)[C@@H]12
-1.0,O=C(COC(=O)/C=C/c1ccc([N+](=O)[O-])cc1)NCc1cccs1
1.0,O=S(=O)(/N=C(/Nc1nccs1)c1ccc(F)cc1)c1ccccc1
-0.4,O=C(CSc1n[nH]c(-c2cccs2)n1)N1CCOCC1
-0.8,O=C1OC[C@@H]2CCCN2C(=O)[C@H](CC(=O)N(CCO)Cc2ccccc2)C/C=C\CC[C@@H]1Cc1ccc(F)cc1
-1.2,COc1cc(C(C)=O)ccc1OCC(=O)NCCCn1nc(C)cc1C
1.2,CCCN(CC(=O)Nc1ccccc1C)C(=O)c1ccc2c(c1)OCO2
-1.3,COc1ccccc1OCC(=O)Nc1cc(Cl)ccc1N1CCCCC1
-0.9,CCN(CC(=O)Nc1ccc(OC)cc1)C(=O)c1ccc(N2CCCC2=O)cc1
-0.6,Cc1ccc(S(=O)(=O)NCC(=O)OCC(=O)Nc2ccc3c(c2)OCCO3)cc1
-3.5,COc1ccc(S(=O)(=O)Nc2cccc3c2O[C@@H](CN(C)CC2CC2)[C@@H](C)CN([C@@H](C)CO)C3=O)cc1
0.7,CCC/C(=C1/c2ccccc2C(=O)N1c1ccccc1)c1ccc2[nH]ccc2c1
-1.5,C[C@H](CO)N1C[C@H](C)[C@@H](CN(C)S(=O)(=O)c2ccc(Cl)cc2)Oc2ccc(NS(=O)(=O)c3ccccc3)cc2CC1=O
-0.4,COc1ccccc1NS(=O)(=O)c1cc(NC(=O)COc2ccccc2F)ccc1N1CCOCC1
-2.5,CC(C)(C)OC(=O)NCCCCCNC(=O)c1[nH]cnc1C(=O)Nc1nccs1
-1.0,Cc1cc(C)n2nc(SC(C)C(=O)N3CC(C)OC(C)C3)nc2n1 (stereo not drawn)
0.3,CC1CCCCN1C(=O)COC(=O)c1ccc2c(c1)C(=O)N(Cc1ccco1)C2=O (stereo not drawn)
1.8,O=C(COC(=O)c1ccc(N2CCCC2=O)cc1)Nc1ccccc1
-1.3,CCOC(=O)C1=C(C)NC(C)=C(C(=O)OCC)C1C(=O)OCC(=O)NCc1ccc(F)cc1
-0.8,COc1cccc(OC)c1C(=O)OCC(=O)N1CC(C)CC(C)C1 (stereo not drawn)
-0.2,CC(C)CN(C(=O)CCNC(=O)c1ccc(Cl)cc1)c1c(N)n(CC(C)C)c(=O)[nH]c1=O
-2.6,COCCn1c(C)cc(C(=O)COC(=O)c2ccc(S(=O)(=O)N(C)C)cc2)c1C
-1.0,COc1cccc(-c2c(-c3cc(OC)cc(OC)c3)n(C)c3ccc(-c4ccc(OC)nc4)cc23)c1

The results go on.
STK33 inh,Structure
0.0,CCN(CC)S(=O)(=O)c1ccc(=O)n(CC(=O)N2CCCc3cc(C)ccc32)c1
-0.3,C=CC[C@@H](CC(=O)N[C@H](CO)Cc1ccccc1)C(=O)N[C@H](COC(=O)[C@@H](CC=C)Cc1ccc(F)cc1)C(C)(C)C
-0.1,O=C1NC(=O)C(c2ccccc2)(c2ccc(O)cc2)N1 (stereo not drawn)
0.4,CC(OC(=O)CNC(=O)c1sc2ccccc2c1Cl)c1ccccc1 (stereo not drawn)
-1.0,CC(NC(=O)c1ccc(S(=O)(=O)NCc2ccco2)cc1)c1ccc(F)cc1 (stereo not drawn)
0.5,Nn1c(SCC(=O)N2CCCCCC2)nnc1-c1ccco1
2.1,CC(C)(C)NC(=O)CC1C[C@H](C(=O)N2CCCCC2)[C@@]2(C)c3[nH]c4ccccc4c3CCN2C1=O (stereo partly drawn)
0.4,Cc1c(Br)cnn1C(C)C(=O)N1CCN(c2ccccc2F)CC1 (stereo not drawn)
-0.2,Cc1ccc2c(c1)C(=O)N1[C@H]3c4cc(C)ccc4OC[C@@H]3[C@H](c3ccccc3)[C@]1(C)C(=O)N2
-0.4,Cn1ccc2cc(-c3csc(N4CCC(C(N)=O)CC4)n3)ccc21

High-throughput results: PubChem BioAssay, Broad Institute
